# Screening results (PubChem BioAssay)
# UBC9 SUMO inh – SUMOylation inhibition; P63279; HTRF SUMOylation assay, SAE1/SAE2 + UBC9, in vitro; inhibition, % at 35 µM; 0.36% of 290,000 active; AID 2006; in the data active = inhibition above about 50%, passing the limit was not always enough; note: strong numbers were not always called active
# VIM-2 inhibitor – blocks Pseudomonas aeruginosa VIM-2 metallo-beta-lactamase. purified VIM-2, nitrocefin hydrolysis, epi-absorbance fluorescence. inhibition, % at 5.6 µM. 0.89% of 290,000 active;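 active = inhibition above the mean of all tested compounds plus 3 SD, cutoff set per screening run, cut at about 7.5% in these data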;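 note: red hydrolysis product quenches plate fluorescence so inhibitors raise well fluorescence; 0% = enzyme with DMSO and 100% = DMSO without enzyme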
# IMP-1 inh – inhibitors of Pseudomonas aeruginosa IMP-1 metallo-beta-lactamase; inhibition, % at 5.6 µM; purified IMP-1, nitrocefin hydrolysis, epi-absorbance fluorescence; 0.45% of 290,000 active; AID 1556;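 active = inhibition above the mean plus 3 SD of all compounds in the same screening run, cut at about 4.5% in these data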;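 note: 0% = IMP-1 with DMSO and 100% = DMSO wells lacking enzyme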
#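 Assay system: purified IMP-1; Quantity: IMP-1 0.2 nM before substrate addition; Medium: HEPES buffer pH 7.1 with ZnSO4 and Brij 35; Incubation: 15 min enzyme–compound preincubation, then 25 min nitrocefin reaction, 25 °C; Signal: fluorescence quenching readout, ex 480/em 530 nm; Controls: DMSO with and without IMP-1; Repeats: singlicate testing.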
# GalR3 antag – antagonists of human GalR3. O60755. HEK293 GalR3-CNG cAMP membrane potential fluorescence; galR3 body fused to GalR1 C-terminus. inhibition, % at 3 µM. 0.44% of 360,000 active;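 active = inhibition above the screen-wide average plus 3 SD, cut at about 13% in these data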;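 note: forskolin and galanin both at EC90 stimulate the cells; cAMP rise reported by CNG channel membrane potential dye signal; 0% = forskolin plus galanin with DMSO and 100% = forskolin alone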
# p-CIP stab down – compounds decreasing mouse p/CIP protein stability; Q05BA5; F442A p/CIP-EGFP cells, EGFP fluorescence, 16 h; decrease of EGFP signal, % at 10 µM; 0.01% of 290,000 active; AID 1984;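 active = EGFP signal decrease of at least 30% at 10 µM or well 3 SD below plate mean, unless failing retest; inactive = the rest, including hits failing retest or dose response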; note: some compounds called inactive have numbers as strong as hits; many of its hits are not listed in these tables
# IDE cell activ – boosts human insulin-degrading enzyme activity in HEK cells; FAbeta-B cleavage, fluorescence polarization; 0% vehicle, 100% cell-free pure enzyme wells; activation, % at 5.96 µM; 0.073% of 340,000 active; AID 493087;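 active = activation above the mean of all tested compounds plus 3 SD, set per screening campaign, cut at about 17% in these data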
# Target sequence (P14735 whole entry, looked up): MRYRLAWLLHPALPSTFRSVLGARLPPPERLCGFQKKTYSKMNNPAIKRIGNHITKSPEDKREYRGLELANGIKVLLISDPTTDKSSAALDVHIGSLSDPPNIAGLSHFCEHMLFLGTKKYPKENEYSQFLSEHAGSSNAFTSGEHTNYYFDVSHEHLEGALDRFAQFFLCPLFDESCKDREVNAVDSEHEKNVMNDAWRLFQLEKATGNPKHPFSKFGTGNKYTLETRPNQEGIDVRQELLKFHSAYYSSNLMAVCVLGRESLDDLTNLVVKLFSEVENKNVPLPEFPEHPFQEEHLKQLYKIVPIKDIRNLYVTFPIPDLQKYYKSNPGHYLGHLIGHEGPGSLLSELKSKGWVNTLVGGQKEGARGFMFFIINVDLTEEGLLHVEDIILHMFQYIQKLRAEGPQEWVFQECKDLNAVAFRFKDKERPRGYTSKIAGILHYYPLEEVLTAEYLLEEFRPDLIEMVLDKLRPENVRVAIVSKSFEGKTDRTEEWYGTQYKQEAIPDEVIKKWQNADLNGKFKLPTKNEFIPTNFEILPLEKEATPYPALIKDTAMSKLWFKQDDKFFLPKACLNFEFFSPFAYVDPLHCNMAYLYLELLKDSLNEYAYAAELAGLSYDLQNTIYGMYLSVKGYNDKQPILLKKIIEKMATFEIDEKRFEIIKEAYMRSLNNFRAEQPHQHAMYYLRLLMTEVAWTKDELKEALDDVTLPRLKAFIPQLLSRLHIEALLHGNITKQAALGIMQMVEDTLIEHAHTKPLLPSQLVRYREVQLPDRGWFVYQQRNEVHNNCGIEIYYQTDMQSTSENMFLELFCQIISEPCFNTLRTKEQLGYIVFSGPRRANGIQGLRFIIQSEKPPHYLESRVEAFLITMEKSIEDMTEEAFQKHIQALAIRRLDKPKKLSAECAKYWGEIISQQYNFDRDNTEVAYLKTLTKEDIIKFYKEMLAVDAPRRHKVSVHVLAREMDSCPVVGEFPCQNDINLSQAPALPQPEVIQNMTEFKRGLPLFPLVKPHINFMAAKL
# IDE inh – inhibits human insulin-degrading enzyme in HEK cells. 0.41% of 320,000 active. AID 434962. FAbetaB cleavage, fluorescence polarization. inhibition, % at 5.59 µM. P14735;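 active = percent inhibition above the average of all tested compounds plus 3 SD, set per screening campaign, cut at about 16% in these data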;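 note: IDE supplied by intact live HEK cells; FP after avidin binding of uncleaved biotin substrate so inhibition keeps polarization high; 0% = DMSO wells and 100% = 60 µM reference IDE inhibitor Ii1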
# CRFR2-BP antag – antagonists of CRF-binding protein/CRF-R2 receptor complex | HEK293 CRF-R2/CRF-BP, CRF-induced calcium fluorescence | inhibition, % at 11.8 µM | 0.59% of 350,000 active | AID 588475;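 active = inhibition of the ligand-induced calcium signal above about 50% at the single tested concentration, limit read from the data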
# HCV NS3 hel inh – blocks Hepatitis C virus NS3 helicase unwinding; NS3 helicase DNA unwinding, Cy5 molecular beacon fluorescence; inhibition, % at 10.9 µM; 0.56% of 290,000 active; AID 1800;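 active = inhibition above the mean of all tested compounds plus 3 SD, set per campaign, cut at about 35% in these data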;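 note: 0% = DMSO wells and 100% = thioflavine S control wells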
#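 Assay system: hepatitis C virus NS3 helicase domain fragment enzyme. Also added: annealed dual-labelled DNA beacon duplex, ATP-started. Timing: 1 h reaction at 25 °C, ATP-initiated. Technique: Cy5 fluorescence at 0 and 60 min, beacon hairpin quenching. Evaluation: % inhibition of unwinding. Replication: one well per compound.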
# The depositor's hits bear a star; x = no result given.
SMILES,UBC9 SUMO inh,VIM-2 inhibitor,IMP-1 inh,GalR3 antag,p-CIP stab down,IDE cell activ,IDE inh,CRFR2-BP antag,HCV NS3 hel inh
COc1ccccc1-n1nnnc1S(=O)(=O)Cc1ccc(Cl)cc1,-1,x,x,0,-5,0,1,22,x
Cn1cc(CN(Cc2ccccc2)C[C@@H]2CCC(=O)N2)c(-c2ccccc2F)n1,6,-1.8,-2.9,-4,-4,4,0,-2,-6
CCC(=O)Nc1ccc(C(=O)Nc2cccc(C)n2)cc1,12,-4.9,-2.4,-1,-10,-1,-4,-2,0
O=C(Cn1cnc2sc(-c3ccccc3)cc2c1=O)NCc1ccco1,-6,-1.6,-2.3,3,11,-1,1,10,13
CC[C@]12c3[nH]c4ccccc4c3CCN1C(=O)C(CC(=O)NCCc1ccccn1)C[C@@H]2C(=O)N1CCN(C(=O)C2CC2)CC1 (stereo partly specified),x,x,x,-6,x,1,1,5,x
C/C(=N\NC(=O)c1cccc(S(=O)(=O)N2CCCCC2)c1)c1ccc(C)o1,14,-2.5,-3.0,-4,3,3,-2,0,-5
CCOc1cc(C)c(Cl)cc1S(=O)(=O)n1nnc2ccccc21,2,-3.6,-5.5,-8,-7,6,-6,33,3
COc1ccccc1C(O)(C(=O)N(NC(C)=O)c1ccccc1)c1ccccc1OC,7,-2.0,-1.4,-10,-3,1,x,-7,1
O=C(O)c1ccc(S(=O)(=O)c2ccc3c(c2)C(=O)N(c2ccc(Br)cc2)C3=O)cc1,16,-0.7,-0.7,-8,-11,-2,-14,-13,-3
CC1CCN(C(=O)C2(NC(=O)Nc3cccc(F)c3)CCCCC2)CC1,11,-2.5,-1.3,2,-8,4,3,-6,-1
O=C(CNC(=O)c1ccccc1F)NCCc1ccc(Cl)cc1,-1,-6.0,-2.4,-5,-19,-2,6,-6,4
COc1ccccc1-c1cc(C(=O)NN)[nH]n1,29,-0.8,-1.3,0,-8,x,-1,57*,11
COc1cc(CCC(=O)Nc2nccs2)cc(OC)c1OC,2,0.2,-3.5,-7,5,0,-1,14,-5
O=C(/C=C/Nc1ccccc1F)c1cccs1,0,1.7,-3.1,-3,-32,5,3,-2,2
O=C(O)CSc1nnc2c(n1)[nH]c1ccccc12,5,-4.1,-3.5,-3,17,-1,-7,8,1
N#Cc1ccc(S(=O)(=O)N2CCN(Cc3cccs3)CC2)cc1,x,x,x,-2,x,3,2,2,x
CON1C(=O)C(=O)N(OC)C2CCCCCC21 (stereo unspecified),-14,0.7,-0.3,-6,-2,1,4,6,4
COc1ccc(NC(=O)CNc2cccc(C#N)c2)cc1Cl,16,-3.6,-3.1,-4,-2,2,0,21,-7
COc1ccccc1C(=O)Nc1nnc(S(=O)(=O)N2CCCCCC2)s1,5,0.6,-2.6,4,-8,7,-4,-1,-1
CC(=O)Nc1nc(-c2ccc3ccccc3c2)cs1,10,-1.4,-1.9,-6,16,1,3,6,13
C=CCNC(=S)N1CCN(Cc2ccc3c(c2)OCO3)CC1,-18,1.6,0.3,-8,7,5,3,6,7
COc1ccccc1NC(=O)c1ccc(NC(=O)Cc2n[nH]c(=O)c3ccccc23)cc1,-4,-2.3,-3.0,-4,-3,-5,-4,-2,-8
COc1ccccc1NC1CCCCC1NS(=O)(=O)c1ccccc1 (stereo unspecified),4,-0.7,-1.6,-5,-2,-2,1,-16,0
CC(C)(C)NC(=O)c1sccc1C(=O)O,x,-4.3,-3.4,-6,x,-1,-1,6,1
CCOc1ccc(OCc2ccc(C(=O)NCc3cccnc3)o2)cc1,-2,-2.0,-2.5,-3,-20,-1,4,8,6
# Remaining list, next part:
SMILES,UBC9 SUMO inh,VIM-2 inhibitor,IMP-1 inh,GalR3 antag,p-CIP stab down,IDE cell activ,IDE inh,CRFR2-BP antag,HCV NS3 hel inh
CCCn1cc(SCC(=O)Nc2cc(C)on2)c2ccccc21,4,-0.4,-0.8,-2,-8,-2,5,-19,0
COc1ccc(/C=N/NC(=O)c2cccc(C(=O)N/N=C/c3ccc(OC)cc3)n2)cc1,22,-5.0,-3.0,-4,2,-5,2,16,-3
Nc1cc(S(=O)(=O)Nc2ccccc2Cl)ccc1N1CCCCC1,x,x,x,-8,x,-1,-4,-11,x
CCOc1ccccc1NC(=O)c1ccc(-n2cncn2)nc1,15,0.0,-2.3,-5,1,2,-4,17,-2
COc1cccc(-c2ccc(NC(=O)C3CCCN(CCCn4cccn4)C3)cc2)c1 (stereo unspecified),-8,-0.9,-4.2,-2,1,2,2,-14,-65
O=C1C2CC=CCC2C(=O)N1c1ccc(NCCc2ccc(O)cc2)c([N+](=O)[O-])c1 (stereo unspecified),-3,0.9,1.1,-6,3,2,0,-3,-14
CN(C)c1ccc(-c2sc(Nc3ccccc3)n[n+]2-c2ccc(F)cc2)cc1,-6,-2.1,0.1,-5,9,-1,2,2,-20
CCOc1cc(/C=N/NC(=O)Nc2ccccc2)ccc1O,17,-1.6,-1.7,-5,-16,-7,2,8,2
CCC(=O)Nc1c(C(=O)N2CCCCCC2)cnn1-c1ccc(C)c(C)c1,-8,-3.0,-2.9,0,8,-2,-1,-4,-6
COc1ccc(OCC(=O)NC(=O)c2ccccc2)c([N+](=O)[O-])c1,x,x,x,-3,x,5,9,-6,x
N#Cc1cc(-c2ccccc2)c[nH]c1=O,17,-1.7,-2.4,1,7,4,2,2,0
CCOC(=O)c1ccc2c(c1)nc(SCC(=O)N1CCOCC1)n2CC,8,0.4,-1.3,-1,-1,-2,-3,-25,-2
Cc1ccc(C(=O)N/C(=C\c2cccs2)C(=O)N2CCN(C)CC2)cc1C,5,-1.4,-2.1,-1,8,8,-3,3,-1
Cc1oc(=O)c(NC(=O)c2ccccc2)cc1C(C)O (stereo unspecified),-20,-2.1,-1.9,2,-11,2,0,-2,-5
Cc1ccc(S(=O)(=O)N2CCN(c3ccc4nnc(-c5ccccc5)n4n3)CC2)cc1,-15,-0.9,-5.2,-3,-5,3,x,-3,0
CCCCCCCOC(=O)C[N+](C)(C)CCOC1CC2CCC1(C)C2(C)C (stereo unspecified),1,-1.8,0.8,-3,-14,15,x,-158,-75
CC1(C)NC(=O)N(CC(=O)N2CCN(c3ccc([N+](=O)[O-])cc3)CC2)C1=O,x,x,x,-3,x,3,-8,1,x
CN(C)CC(C)(C)CNS(=O)(=O)c1cccc(Cl)c1Cl,-1,-2.1,-2.5,-6,-8,3,-4,9,12
CCOc1cc(C(=O)NCc2ccccc2)ccc1OCC(=O)N1CCOCC1,0,-1.8,-2.4,-3,10,0,7,-11,-4
COc1ccccc1NC(=O)Nc1ccc2[nH]c(=O)[nH]c2c1,-2,0.0,0.2,-5,-8,0,-2,-6,-16
O=C(N=C1SC2CS(=O)(=O)CC2N1Cc1ccc(Cl)cc1)C1CC1 (stereo unspecified),5,-1.8,-3.6,-6,-6,3,0,-11,4
CC(C)(C)Cc1nnc(NC(=O)CSc2ccccc2)s1,22,-3.1,-2.9,-7,-10,-2,5,-16,-14
CCN(CC)S(=O)(=O)c1ccc(Cl)c(C(=O)NC)c1,0,-2.1,-2.6,1,4,5,-1,13,8
O=C(Nc1ccc(NC(=O)C2CCCCC2)nc1)c1ccccn1,-3,-2.9,-3.1,-3,-19,2,8,-7,6
CC(C)N(C(=O)CSc1nc2ccccc2n1Cc1ccc(F)cc1)C(C)C,-19,0.3,0.5,-5,-10,-3,0,8,5
# (listing goes on)
SMILES,UBC9 SUMO inh,VIM-2 inhibitor,IMP-1 inh,GalR3 antag,p-CIP stab down,IDE cell activ,IDE inh,CRFR2-BP antag,HCV NS3 hel inh
O=C(Nc1ccc(S(=O)(=O)NCc2ccccc2)cc1)c1ccc(Br)o1,2,-3.7,-2.0,-6,-2,0,-2,-17,-6
CC(OC(=O)c1ccc([N+](=O)[O-])s1)C(=O)NC1CCCCC1C (stereo unspecified),x,x,x,-7,x,0,-1,3,x
Cc1ccccc1C(=O)c1cccn1CC(=O)NCCN1CCN(c2cccc(C)c2C)CC1,-4,-4.8,-3.9,2,-5,3,5,-65,-24
Cc1c(Cl)c([N+](=O)[O-])nn1CC(=O)N1CCN(C23CC4CC(CC(C4)C2)C3)CC1,0,0.9,-0.6,-9,-2,0,-2,-3,-7
O=C(CCNC(=O)c1ccccc1Cl)NCCC1=CCCCC1,x,x,x,-2,x,1,-1,6,x
O=C(NCc1ccccc1Cl)c1cnn2cccnc12,16,-3.0,-2.2,5,17,7,4,8,0
NC(=O)NC(c1ccccc1)c1ccccc1,22,-0.5,-3.7,6,-7,-3,3,9,-3
COc1cccc(-c2cc(C(=O)Nc3ccncc3)c3ccccc3n2)c1,16,-3.4,-1.2,1,1,1,-1,-25,-23
CN(c1ccc(OCC(=O)OCC(=O)Nc2ccc(OC(F)F)cc2)cc1)S(=O)(=O)c1cccs1,x,x,x,-7,x,3,2,4,x
CCN(CC)S(=O)(=O)c1cccc(C(=O)Nc2cc(C)cc(C)c2)c1,0,-1.6,-1.8,-3,3,10,-2,-9,-4
CCC1(CC)C(=O)C2=C3C1[C@H](C(=O)OC)C=C(C(=O)OC)C[C@H]3[C@H]1C(=O)N(CC(=O)OC)C(=O)[C@H]1[C@H]2C (stereo partly specified),x,x,x,-4,x,-5,1,-5,x
COc1ccc(CNC(=O)CN2C(=O)NC3(CCCCCC3)C2=O)cc1OC,21,-0.8,-1.0,-4,10,3,-1,-2,-8
CCOc1nc(Nc2ccc(OC)cc2)nc(OCC)n1,-4,0.2,-3.1,-3,-5,3,5,-10,0
Cc1ccc(S(=O)(=O)c2c(C)cc(C)[nH]c2=O)cc1,19,0.4,-1.5,-11,-2,6,0,-2,-2
O=C(Nc1ccc2c(c1)OCCO2)c1cc2sccc2n1Cc1ccccc1,-4,-2.6,-2.6,-6,-8,-1,1,38,-15
O=C(/C=C/c1ccc(Cl)cc1)Nc1ccc(Br)cn1,32,-2.2,-1.5,0,2,1,8,4,-1
COC(=O)CC(NC(=O)Nc1ccc(C)cc1)c1cccc([N+](=O)[O-])c1 (stereo unspecified),0,-1.0,-4.0,-7,0,2,0,11,2
Cc1ccn2cc(C(=O)Nc3ccc4c(c3)OCCO4)nc2c1,-7,-3.3,-3.1,-2,3,-2,13,-1,-1
CCOc1ccc(Cc2noc3c2C(=O)CC(C)(C)C3)cc1OCC,4,-2.0,-0.5,1,-10,-1,4,20,4
Cc1cc(C)nc(N/N=C/C2=C(N3CCOCC3)C(=C/c3ccccc3)/CC2)n1,4,-0.1,-1.9,3,-18,-1,10,-13,22
CC(C)OP(=O)(OC(C)C)C(NC(=O)c1ccccc1)C(N)=O (stereo unspecified),13,-3.4,-2.9,-5,-26,2,4,-14,7
CCCn1c(CNc2ccccc2O)nc2ccccc21,25,-0.2,-2.2,-7,-4,-3,-8,-22,16
